Pf apPOL block: Pf-apPOL DNA polymerase inhibition; Recombinant Pf-apPOL, molecular beacon fluorescence, 1.5 h; 0.25% of 210,000 active; inhibition, % at 10 µM; AID 1794808
mHTT CaM bind: disrupts binding of mutant huntingtin to calmodulin; 3.6% of 190,000 active; AlphaScreen His-mHTT/GST-CaM binding, luminescence; AID 1671202; inhibition, % at 15 µM; P42858;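 further: 0% = both proteins with DMSO and 100% = one protein alone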
An asterisk follows results filed as active; i = inactive; · = not tested or not shown; & = joins results of further samples. No stated cut-off is given here; in the data, active means inhibition above about 50%; inactive means the rest.

mol,Pf apPOL block,mHTT CaM bind
O=C1NN(c2ccc(F)cc2)C(=O)/C1=C/c1cccn1-c1ccc([N+](=O)[O-])cc1,3,2
CCc1ccccc1NC(=O)c1ccc(-c2ccccc2)cc1,-3,-12
O=C(NCCC1CCN(C(=O)c2ccccc2)CC1)c1cccc(F)c1,3,41
Nc1cccc(NC(=O)c2cccc(S(=O)(=O)Nc3cccc(N)c3)c2)c1,-2,16
CCC(=O)Nc1cccc(NC(=O)c2ccc([N+](=O)[O-])cc2)c1,0,-5
CCC(=O)N1CCN(c2nc3c(s2)CC(C(=O)NCc2ccccc2F)CC3)CC1 (stereo not drawn),-3,2
COc1ccc(Cl)cc1C(=O)Nc1c2c(nn1-c1ccccc1C)CSC2,-1,23
CCCOc1ccc(C(=O)Nc2c(C)cccc2CC)cc1,-7,-2
COc1cc(-c2nc3ccccn3c2N=Cc2cccc(F)c2)ccc1O,-1,21
CN(Cc1ccccc1)C(=C(Cl)Cl)C(=C1NCCN1)[N+](=O)[O-],-13,6
CCS(=O)(=O)Oc1ccc(C)cc1-c1nc2cc(C)ccc2o1,-7,8
O=c1oc2ccccc2cc1-c1nc(-c2cccc(C(F)(F)F)c2)no1,0,-3
Cc1ccc(CC(=O)Nc2nc3c(s2)CN(S(=O)(=O)c2ccc(C)cc2)CC3)cc1,-5,23
COc1cc(OC)c(OC)cc1/C=C1/N=C(c2ccc(C)c([N+](=O)[O-])c2)OC1=O,-2,-2
CCc1cc2c(=O)c(-c3ccc4c(c3)OCCO4)c(C)oc2cc1OS(C)(=O)=O,-9,6
O=C(Cc1ccsc1)N1CCCC1c1ccc(Cl)cc1 (stereo not drawn),0,9
CCc1nc(-c2nnn(-c3ccc(C)cc3)c2C)no1,-2,-12
Cc1ccc(C)c(NC(=O)Cc2ccccc2)c1,4,1
CCC(=O)N1CCc2ccccc2C1C(=O)NCc1cccc(Br)c1 (stereo not drawn),-2,24
COc1ccc(C2C(C#N)=C(S)NC3=C2C(=O)CC(C)(C)C3)cc1OC (stereo not drawn),-7,21
CCCCN(C)C(=O)c1ccc(-c2nc3ccccc3n(CCC)c2=O)cc1,-5,17
O=C(NCc1cccnc1)c1cc(S(=O)(=O)NCCc2ccccc2)ccc1F,-7,-4
Cc1ccc(CN2CCCC2c2c(C)noc2C)cc1C (stereo not drawn),-7,-8
CC1CCN(CCCNC(=O)c2cc3cn(C(C)C)cc3s2)CC1,-2,24
CCCCC(=O)N1CC(c2nc(C)no2)C2(CCOCC2)C1 (stereo not drawn),-1,-14

Single entries from the results shown.
CN(Cc1ccccc1)C(=C(Cl)Cl)C(=C1NCCN1)[N+](=O)[O-] in mHTT CaM bind is entered as 6
CCc1cc2c(=O)c(-c3ccc4c(c3)OCCO4)c(C)oc2cc1OS(C)(=O)=O in mHTT CaM bind is entered as 6
CCCCC(=O)N1CC(c2nc(C)no2)C2(CCOCC2)C1 (stereo not drawn) in mHTT CaM bind is entered as -14
CCC(=O)N1CCc2ccccc2C1C(=O)NCc1cccc(Br)c1 (stereo not drawn) in mHTT CaM bind is entered as 24

The main list resumes, repeating the 3 entries before the break.
mol,Pf apPOL block,mHTT CaM bind
Cc1ccc(CN2CCCC2c2c(C)noc2C)cc1C (stereo not drawn),-7,-8
CC1CCN(CCCNC(=O)c2cc3cn(C(C)C)cc3s2)CC1,-2,24
CCCCC(=O)N1CC(c2nc(C)no2)C2(CCOCC2)C1 (stereo not drawn),-1,-14
Cc1cc(CNC(=O)C(=O)Nc2cc3c4c(c2)CC(=O)N4CCC3)c(C)o1,4,36
O=C(c1c[nH]c2ccc(S(=O)(=O)Nc3ccccc3F)cc2c1=O)N1CCc2ccccc21,0,17
Cc1ccnc(N2CCC(C(=O)N3CCN(c4cccc(C)c4C)CC3)CC2)n1,1,-1
COc1ccc(C2=N/C(=C\c3ccco3)C(=O)O2)c(Br)c1,-2,15
Cc1cc(C)c(C(=O)N2CCC(CC(=O)NCCN3CCCCC3C)CC2)[nH]1 (stereo not drawn),-7,15
CC(C)(C)c1ccc(C(=O)N2CCN(CCNC(=O)C(=O)Nc3ccc(F)cc3)CC2)cc1,-60,43
O=C1CSC(c2cn(-c3ccccc3)nc2-c2ccccc2)N1Cc1cccnc1 (stereo not drawn),-4,30
COc1ccc(Cl)cc1N(CC(=O)N(Cc1ccccc1)Cc1ccccc1)S(C)(=O)=O,-6,65*
CC1C(=O)N(c2cccc(Br)c2)CCN1C(=O)c1ccccc1 (stereo not drawn),-5,-4
Cn1cccc1CN(C(=O)c1cccs1)C1CC1,-4,-1
COc1ccc2oc(=O)c(-c3csc(NC(=O)c4ccccc4)n3)cc2c1,-9,-1
COCCn1c(=N)c(S(=O)(=O)c2ccc(Cl)cc2)cc2c(=O)n3ccccc3nc21,-2,0
Cc1cc(CNC(=O)c2ccc(S(=O)(=O)N(C)C)cc2)no1,-5,-17
O=C(C1CCN(c2cccc(Cl)c2)C1=O)N1CCOCC1 (stereo not drawn),-2,-2
COc1ccc(Cc2nnc(SCC3CC3)n2-c2ccc(F)cc2)cc1OC,2,·
Cc1ccnc(N2CCC(C(=O)Nc3ccc(Br)cc3F)CC2)n1,-2,-8
CCOc1ccc2ncc(C#N)c(N3CCC(C(=O)Nc4ccc(C)cc4)CC3)c2c1,2,3
Cc1c(NC(=O)C(Cl)Cl)cccc1[N+](=O)[O-],-4,-1
Cc1cc(C(=O)Nc2ccc(Br)c(C(F)(F)F)c2)ccc1[N+](=O)[O-],1,3
O=C(O)CCCCCCCCc1cn(CC2CCCCC2)nn1,-1,-3
O=C(Nc1ccccc1)Nc1nc(C(=O)N2CCN(CC=Cc3ccccc3)CC2)cs1,-2,49
Cc1nc(SC=CC(=O)c2ccccc2)c(C#N)c(C)c1C,9,·
CC(C)(C)NC(=O)N1CCC(CNS(=O)(=O)C=Cc2ccccc2)CC1,1,-2
COc1ccc(C(=O)CSc2nnc(-c3ccc(OC)c(OC)c3)n2-c2ccccc2)cc1,4,24
COc1ccc(C2CC(C(F)(F)F)n3ncc(C(N)=O)c3N2)cc1 (stereo not drawn),-4,7
CC1CCN(Cc2csc(N3CCN(C(=O)c4ccc(F)c(F)c4)CC3)n2)CC1,10,9
CN(Cc1ccco1)S(=O)(=O)c1ccc(C(=O)N2CCN(c3ccccc3)CC2)cc1,-4,-4
O=C(Nc1ccc([N+](=O)[O-])cc1)c1ccc(Br)cc1,1,12
O=C(c1cccc(C(=O)N2CCCc3ccccc32)c1)N1CCCc2ccccc21,-6,9
CCOC(=O)Oc1ccc2c(=O)c(Oc3ccccc3Br)coc2c1,0,44
Cc1ccc(CS(=O)(=O)CCC(=O)NCCc2ccc(Cl)cc2)cc1,-14,-6
COc1ccc(OC)c2sc(N(CCN(C)C)C(=O)c3cccc(SC)c3)nc12,2,18
Cc1ccc(OS(=O)(=O)c2cc(Cl)sc2Cl)c([N+](=O)[O-])n1,4,·
O=C(OC1OC2COC(=O)c3cc(O)c(O)c(O)c3-c3c(cc(O)c(O)c3O)C(=O)OC(C2O)C1O)c1cc(O)c(O)c(O)c1 (stereo not drawn),99*,·
Cc1cccc(Cc2c(C)nc3c(C(=O)NCCC4=CCCCC4)cnn3c2C)c1,-2,6
CCc1cc(-c2[nH]ncc2Oc2ccc(Cl)cc2)c(O)cc1O,0,100*
COCc1c(C)cc(C)c(/C=N/O)c1C,·,i
Cc1cccc(N2CCN(C(=O)c3ccc4c(c3)N(C)C(=O)C3CCCCN43)CC2)c1C (stereo not drawn),2,55*
CCc1ccc(CNC(=O)c2cc3cc4ccc(OC)cc4nc3o2)cc1,4,2
COCCCn1c(-c2ccco2)nc2ccccc2c1=O,-1,-4
CC(=O)c1ccc(NC(=O)c2ccc(S(=O)(=O)N(C)Cc3ccccc3)cc2)cc1,-4,4
CC(=O)c1cccc(NC(=O)C2c3ccccc3Oc3ccccc32)c1,3,0
CN1C(=O)/C(=C2/SC(=Nc3ccc(F)cc3)NC2=O)c2cc(Br)ccc21,-6,5
CCc1ccccc1NC(=O)c1ccc(F)c(S(=O)(=O)N2CC(C)CC(C)C2)c1 (stereo not drawn),-2,-3
COc1cccc(N2CCN(C(C)C(=O)N3CCOCC3)CC2)c1 (stereo not drawn),-5,0
Oc1ccc(C2Oc3ccccc3C3CC(c4cccs4)=NN32)cc1 (stereo not drawn),-6,51*
COc1cc(CN2CCN(Cc3nc4ccccc4n3C)CC2)cc(OC)c1,-7,-1
CC(=O)Nc1ccc(C2OC3=C(C(=O)CC(C)(C)C3)C(N)=C2C#N)cc1 (stereo not drawn),-3,17
CC(C)(C)c1ccc(-c2noc(CSc3n[nH]c(N)n3)n2)cc1,-1,·
COc1ccc(CNC(=O)c2ccnc(N3CCNC(c4ccccc4)C3)c2)c(OC)c1 (stereo not drawn),-1,47

A second format for some results above.
> CCc1cc(-c2[nH]ncc2Oc2ccc(Cl)cc2)c(O)cc1O
  Pf apPOL block: 0	mHTT CaM bind: 100*
> COCc1c(C)cc(C)c(/C=N/O)c1C
  Pf apPOL block: ·	mHTT CaM bind: i
> Cc1cccc(N2CCN(C(=O)c3ccc4c(c3)N(C)C(=O)C3CCCCN43)CC2)c1C (stereo not drawn)
  Pf apPOL block: 2	mHTT CaM bind: 55*

(list continues)
mol,Pf apPOL block,mHTT CaM bind
NC(=O)COc1ccc(/C=C2\NC(=O)NC2=O)cc1,-2,2
CCNC=C(C#N)S(=O)(=O)c1ccc(Br)cc1,-10,·
O=C(Nc1c2c(nn1-c1ccc(F)cc1)CS(=O)C2)c1ccccc1F (stereo not drawn),0,5
CCCC(C)C(=O)Nc1ncc(S(=O)(=O)c2ccc([N+](=O)[O-])cc2)s1 (stereo not drawn),-6,23
Cc1nc(C)c(Cc2ccccc2)c(N2CCN(C(=O)c3ccccc3F)CC2)n1,-1,4
CCCN1CCN(C(=O)C2CCCN(c3cnn(C)c(=O)c3)C2)CC1 (stereo not drawn),-2,0
CC(=O)c1ccc(NC(=O)c2noc3c2CCC3)cc1,-5,-4
O=C1C2C3C=CC(C3)C2C(=O)N1c1ccc(NCc2cccc(C(F)(F)F)c2)c([N+](=O)[O-])c1 (stereo not drawn),-14,17
CC(C)Oc1ccc(NS(=O)(=O)c2ccc(Cl)cc2)cc1,-6,-17
CC(=O)Nc1cccc(NC(=O)c2cc(-c3ccccc3)nc3ccccc23)c1,-5,34
NCC1OC(n2cnc3c(N)ncnc32)C(O)C1O (stereo not drawn),-3,-2
Cn1c(=O)oc2cc(S(=O)(=O)N3CCC(CN4CCCCCC4)CC3)ccc21,-1,24
CN(C)c1ccc(CC2C(=O)Nc3ccccc32)cc1 (stereo not drawn),6&-10,·
COc1ccc2nc(Cl)c(C3CC(c4ccc(C)cc4)=NN3C(=O)c3ccco3)cc2c1 (stereo not drawn),-7,13
CN(CC(=O)Nc1ccc(C(N)=O)cc1)S(=O)(=O)c1ccc(Cl)cc1,-8,4
C=CCc1ccccc1OCCOc1ccc(OC)cc1,-6,-99
CCCCCCCCN1C(=O)N2Cc3ccccc3C2CS1(=O)=O (stereo not drawn),-4,-4
COc1ccc(C2(C(=O)Nc3ccccc3Cl)CCCC2)cc1OC,8&-3,-13&1
CC(=O)Nc1cc([N+](=O)[O-])ccc1Nc1ccccc1,0,2
CCN(CC)Cc1c(O)cc(C)c2c1OC(=Cc1cccnc1)C2=O,-5,5
COc1ccc(NS(C)(=O)=O)c(OC)c1,·,-5
COc1ccc2[nH]c3c(c2c1)CCn1c-3nc2sc3c(c2c1=N)CCCC3,-1,-2
Cc1nc2cc(N=Cc3ccccc3O)ccc2n1C,19,8
Clc1ccc(-c2csc(Nc3ccccc3)n2)cc1,0,·
Cc1cccc(Cc2c(C)nc3nc(SCC(=O)NCc4ccccc4)nn3c2C)c1,-6,13
COc1ccc(CNc2ccc3c(c2)ncn3C2CCCCC2)cc1OC,-6,35
CC(C)n1c(=O)c(NCc2cc(F)cc(F)c2)nc2ccncc21,-6,-8
CCOCCSC1=C(C#N)C(c2ccc(Cl)cc2)C(C(C)=O)=C(C)N1 (stereo not drawn),-2,-15
CNc1ccccc1-n1ccc(-c2ccccc2)n1,-6,-18
NC(N)=NS(=O)(=O)c1ccc(N=Cc2ccccc2F)cc1,1,2
CCCS(=O)(=O)N1CCN(C)C(c2ccc(C)cc2)C1 (stereo not drawn),3,-6
Cc1occc1C(=O)NCCc1ccccc1,6,0
CCOC(=O)c1ccc(Oc2c(C)oc3c(CN4CCN(CCO)CC4)c(O)ccc3c2=O)cc1,1,-6
CCOCCCNC(=O)C1(C)CCC(=O)N1CCc1ccc(C)cc1 (stereo not drawn),0,2
COc1ccc(OC)c(CNC(=O)C2CCc3sc(C(=O)N4CCCC4)cc3C2)c1 (stereo not drawn),-2,9
O=C(NCC(O)(c1ccccc1)C(F)(F)F)c1ccc(S(=O)(=O)N2CCCC2)cc1 (stereo not drawn),-9,-8
O=C(c1ccc(SCc2ccccn2)c([N+](=O)[O-])c1)N1CCc2ccccc2C1,4,40
COc1ccc(-c2noc(C3CCCN3C(=O)Nc3cccc(Br)c3)n2)cc1 (stereo not drawn),3,3
CC(Oc1ccc2ccccc2c1I)C(=O)O (stereo not drawn),-13&-13,·
Cc1cccc(CNC(=O)c2cc3c(s2)CCN(C(=O)c2ccccc2)C3)c1,-2,4
COc1cc(C2=NOC(C(=O)NC3CCCCC3)C2)cc(OC)c1OC (stereo not drawn),-2,-8
CCCN1C(=O)Cc2c(C)nc(-c3ccc(F)cc3)nc21,2,-12
Cn1c(=O)c2c(nc3n2CC(c2ccc(Br)cc2)=NN3c2ccccc2)n(C)c1=O,3,5

Source: PubChem BioAssay (University of Kansas High Throughput Screening Laboratory)
